# High-throughput results deposited in PubChem BioAssay by National Center for Advancing Translational Sciences (NCATS).
# PI5P4K alpha inh = blocks human PI5P4K alpha kinase activity; P48426; PI5P4Kalpha enzyme, ADP-Glo luminescence, 60 min; stronger effect = lower value; max response, %; hit rate 1.2% among 330,000; AID 652105; active means max response of -50% or lower; inconclusive means between -30% and -50%; inactive means -30% or higher; further: value at the top dose of about 77 µM; on the % scale 0 is the no-effect control and ±100 the full control effect
#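 Single end-point luminescence (ADP-Glo) quantified ADP from PI5P4Kalpha turnover; ATP 5 microM final, 1 h at RT, 0.1% CHAPS and 0.28 mM EGTA in HEPES pH 7.4.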
# WRN helicase inh = WRN helicase (human) inhibition; WRN helicase unwinding, fluorescent forked duplex, kinetic; hit rate 0.46% among 360,000; Q14191; Potency, µM (top dose mostly 114 µM), for inactives: top-dose activity change, negative = inhibition, hits mostly inhibitors; further: potency means the concentration at half of the fitted maximal effect; on the % scale 0 is the no-effect control and ±100 the full control effect; nearly all actives have a fitted effect of over 55% in size
#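 Kinetic red-fluorescence monitoring (525/598 nm) tracks WRN helicase activity after 100 nM fluorophore-quencher forked duplex and 2 mM ATP are added to 20 nM enzyme pretreated 15 min at room temperature with compound.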
# HEK293 tox = cytotoxicity counter-screen for GLP-1 receptor inverse agonists | AID 624418 | HEK293 cAMP-luciferase reporter cells, luminescence, 24 h | Potency, µM (highest dose often 38.3 µM), for the others: top-dose activity change, negative = inhibition, most hits filed as inhibitors | hit rate 0.13% among 410,000;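 further: loss of luciferase light is scored as toxicity; potency means the concentration at half of the fitted maximal effect; on the % scale 0 is the no-effect control and ±100 the full control effect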
#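 Quantitative HTS format, 1536 wells, 200 cells/uL seeded. Compounds: 23 nL, 24 h, 37 °C. Detection: luciferase reagent, luminescence at 12 min RT; decreased signal taken as cytotoxic.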
# GLP-1R inv ag = GLP-1 receptor (human) inverse agonism. Potency, µM (titrated, usually from 38.3 µM), for inactives: at the highest dose activity change, negative = inhibition, hits mostly inhibitors. AID 624417. hit rate 1.6% among 410,000. HEK293 GLP-1R CRE-luciferase, luminescence, 24 h; GLP-1R form is constitutively active; further: potency means the concentration at half of the fitted maximal effect; on the % scale 0 is the no-effect control and ±100 the full control effect; nearly all actives have a fitted effect of over 55% in size
#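 Readout was luciferase luminescence, measured 12 min after detection reagent at room temperature. Beforehand, GLP-1R reporter HEK293 cells had sat 12 h, then received compounds for 24 hr at 37 deg C.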
# D3 antag = antagonists of human D3 dopamine receptor; max response, negative = inhibition, %; P35462; D3R cells, DiscoveRx beta-arrestin luminescence, antagonist mode; stronger effect = lower value; hit rate 2.5% among 360,000; in the data active means max response below about -50%; inconclusive means no clear call, values can overlap the other calls; further: on the % scale 0 is the no-effect control and ±100 the full control effect; mostly tested at two doses, the higher about 12 µM
# Target sequence (P35462 whole entry, looked up): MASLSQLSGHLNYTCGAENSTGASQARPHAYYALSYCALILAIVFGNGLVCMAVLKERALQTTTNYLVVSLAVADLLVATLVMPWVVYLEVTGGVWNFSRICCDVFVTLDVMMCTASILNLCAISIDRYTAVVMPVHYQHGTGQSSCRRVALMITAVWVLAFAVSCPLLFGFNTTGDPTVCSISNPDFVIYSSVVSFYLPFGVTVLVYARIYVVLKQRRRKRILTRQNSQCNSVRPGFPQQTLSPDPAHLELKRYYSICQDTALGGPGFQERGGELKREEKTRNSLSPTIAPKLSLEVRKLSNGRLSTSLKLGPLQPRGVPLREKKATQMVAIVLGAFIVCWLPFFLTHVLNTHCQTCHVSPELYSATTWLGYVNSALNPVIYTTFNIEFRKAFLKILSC
#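 Cells expressing the human receptor were seeded at 1500 cells/well, incubated overnight at 37 degrees C in 5% CO2, then exposed to library compounds with dopamine controls for 90 minutes at 37 degrees C before luminescent detection.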
# IL-2 act = activates IL-2 in a cell-based reporter assay; activation, % (series mostly up to about 46 µM); IL-2 activation reporter assay, cell-based qHTS; stimulated with anti-CD3/CD4/CD28 beads; in transgenic mouse T cells; hit rate 0.065% among 360,000; AID 652025; in the data active means activation above about 50%; inconclusive means mostly about 30% to 49%; further: 0% is about no effect
#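 Readout: EGFP and DsRed signals by fluorescent plate cytometry. Unstimulated transgenic mouse T cells received compound 60 min before antibody-bead stimulation, then incubated 18 h at 37 degrees C.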
# PLK1 PBD inh = blocks phosphopeptide binding to human PLK1 polo-box domain | P53350 | Plk1 PBD binding of FITC phosphopeptide, fluorescence polarization | Potency, µM, for the others: max response, negative = inhibition, hits mostly inhibitors | hit rate 2.8% among 360,000 | AID 720504; further: potency means the concentration at half of the fitted maximal effect; series mostly up to about 57 µM; on the % scale 0 is the no-effect control and ±100 the full control effect; nearly all actives have a fitted effect of over 65% in size
# Target sequence (P53350 whole entry, looked up, the tested form may be a part): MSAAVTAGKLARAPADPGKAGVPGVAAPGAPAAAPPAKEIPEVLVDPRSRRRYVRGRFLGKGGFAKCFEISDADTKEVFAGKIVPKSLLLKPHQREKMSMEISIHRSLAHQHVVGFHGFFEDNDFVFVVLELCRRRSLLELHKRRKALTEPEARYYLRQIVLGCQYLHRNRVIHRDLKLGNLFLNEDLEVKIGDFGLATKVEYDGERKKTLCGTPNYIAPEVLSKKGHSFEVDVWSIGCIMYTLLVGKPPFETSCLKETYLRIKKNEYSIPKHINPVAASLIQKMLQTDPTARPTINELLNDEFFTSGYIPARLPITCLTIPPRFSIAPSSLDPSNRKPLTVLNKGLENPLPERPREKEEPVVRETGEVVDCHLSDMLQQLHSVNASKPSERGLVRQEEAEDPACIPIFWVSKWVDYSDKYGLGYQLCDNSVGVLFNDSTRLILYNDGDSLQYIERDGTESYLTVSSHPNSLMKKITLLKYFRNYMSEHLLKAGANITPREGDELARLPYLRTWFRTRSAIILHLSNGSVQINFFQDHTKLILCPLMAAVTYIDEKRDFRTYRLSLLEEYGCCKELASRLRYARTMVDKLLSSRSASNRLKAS
# GLP1R ag = GLP-1 receptor (human) agonism | P43220 | HEK293 GLP-1R CRE-luciferase, luminescence, 4-6 h; cells express a hypersensitive GLP-1R form | Potency, µM (doses to about 45.6 µM), for inactives: top-dose activation, hits mostly activators | hit rate 0.007% among 380,000; further: potency means the concentration at half of the fitted maximal effect; % of control where 0% means no effect
# DRD3 agonist = agonists of human D3 dopamine receptor. P35462. D3R DiscoveRx beta-arrestin cells, luminescence, 90 min. max activation, %. hit rate 0.58% among 410,000; in the data active means max activation above about 30%; further: 0% is about no effect; mostly tested at two doses, the higher about 12 µM
#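 Cells at 1500/well, incubated overnight, then treated with pinned compounds (dopamine as control) for 90 min at 37 degrees C. DiscoveRx reagent added for 30 - 60 minutes at room temperature; luminescence read.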
# * marks the source's active call; other numbers are inactive results; ? = inconclusive; nt = not tested or not shown; & = joins results of further samples; [ ] = remark or other dose. Unless noted, the call rests on the fitted dose curve; in most records, active means well fitted curve in the direction sought with a large enough effect; inconclusive means small, poorly fitted or top-dose-only effect, or another doubt; inactive means no such curve, though single readings can be large; an effect the other way counts as inactive or inconclusive. The order is random. About 7.8% of those tested had a hit in this group.
SMILES,PI5P4K alpha inh,WRN helicase inh,HEK293 tox,GLP-1R inv ag,D3 antag,IL-2 act,PLK1 PBD inh,GLP1R ag,DRD3 agonist
COC(=O)Cc1c(C)c2ccc(OCC(=O)N3CCOCC3)cc2oc1=O,10,-15%,22%,13%,?,-1.6,-1%,4%,-3
CN(/N=C/c1cccc(Br)c1)C1=NS(=O)(=O)c2ccccc21,2,-6%,-18%,23%,6,-0.7,-5%,11%,-1
COc1ccc(N2CCN(C(=S)NC(C)c3ccccc3)CC2)cc1 (stereo unspecified),1,6%,-18%,?,2,-2.9,4%,20%,-3
CCC(=O)Nc1ccc(S(=O)(=O)NCCc2ccccc2)cc1,1,-9%,0%,-5%,-15,3.6,-1%,6%,5
CCCCCC(NC(=O)C1CCN(C(=O)[C@@H](NS(=O)(=O)c2ccc(C)cc2)C(C)C)CC1)C(=O)O (stereo partly specified),-1,7%,3%,1%,-19,1.4,3%,0%,1
CCOC(=O)C(C)Sc1nc2c(c(=O)[nH]c(=O)n2C)n1Cc1ccc(Cl)cc1 (stereo unspecified),-7,-4%,-28%,41%[activator],14,-3.0,21µM*,26%,0
CC(C)c1ccc(C2OCC(C)([N+](=O)[O-])CO2)cc1 (stereo unspecified),-5,1%,15%,-22%,-10,-0.5,-1%,8%,-1
CN(C)/C=N/c1sc2c(c1C#N)CCCCC2,15,-25%,21%,2%,5,-0.6,-9%,?,-4
CCn1c(CC(=O)Nc2ccc(Cl)cc2)nnc1SCC(=O)N1CCOCC1,3,-16%,8%,-4%,16,0.6,-1%,15%,3
Cc1sc2nc3n(c(=O)c2c1C)CCCS3,0,-3%,-6%,32%[activator],26,-0.2,-1%,4%,5
CC(C)Oc1cc(F)ccc1-c1cc(C(=O)Nc2cccc(C(F)(F)F)c2)[nH]n1,7,-8%,?,?,0,0.1,-8%,-3%,1
c1cc2c3c(cccc3c1)NC1(CCCC1)N2,?,-9%,-26%,1%,-26,0.0,-16%,-6%,-3
COc1ccc(CC(=O)NCc2ccccc2Cl)cc1S(=O)(=O)N1CCOCC1,0,9%,-6%,3%,-12,0.3,-4%,-4%,-3
CCOP(=O)(O)c1ccccc1OCCOc1ccccc1P(=O)(O)OCC,nt,-12%[57.1 µM],9%,-1%,5,-2.4,-6%,-3%,8
Cc1cc(C)cc(-n2c(C)cc(/C=N/NC(=O)c3cccc([N+](=O)[O-])c3C)c2C)c1,8,-12%,?,?,-7,-0.1,-12%,-5%,-9
CCOC(=O)C1=C(CNCCOc2ccc(OC)cc2)NC(=O)NC1c1ccc2c(c1)OCO2 (stereo unspecified),-4,4%,2%,-21%,-7,-0.2,-3%,17%,3
CC(=O)Oc1ccc(C(=O)Nc2cccc(C(=O)NC(C)(C)C)c2)cc1,?,-7%,2%[7.66 µM],-2%[7.66 µM],0,0.9,-23%,8%,1
N/C(=N\c1nc2ccccc2o1)NC(=O)c1ccccc1,5,-11%,-1%,7%,6,0.6,0%,1%,4
Cc1cc(Cl)ccc1OCCCC(=O)NCc1ccccn1,-8,2%,4%,15%,6,-0.4,?,13%,5
Cc1nc2ccccc2c2ncccc12,2,5%,-4%,26%,4,-1.2,8%,5%,16
CCCc1ccc(NC(=O)C2CCCN(c3cnccn3)C2)cc1 (stereo unspecified),15,-9%,-24%&-8%,?,3,2.4,-1%,13%,0&7
CCOc1ccc(S(=O)(=O)N2CCOCC2)cc1NC(=O)CN1C(=O)NC(C)(c2ccc(C)cc2)C1=O (stereo unspecified),-5,4%,-7%,8%,-2,-5.1,1%,2%,2
COc1cccc(C2=NCCc3cc4c(cc32)OCO4)c1OC,1,12%,20%,-5%,-15,0.3,-13%,24%,-11
O=C(CCCN=C1NS(=O)(=O)c2ccccc21)OCC(=O)c1ccc(F)cc1,-13,4%,5%,4%,1,-1.3,-2%,-5%,1

# Shown field by field: 2 of the compounds above.
Cc1nc2ccccc2c2ncccc12
  PI5P4K alpha inh: 2 | WRN helicase inh: 5% | HEK293 tox: -4% | GLP-1R inv ag: 26% | D3 antag: 4 | IL-2 act: -1.2 | PLK1 PBD inh: 8% | GLP1R ag: 5% | DRD3 agonist: 16
CCCc1ccc(NC(=O)C2CCCN(c3cnccn3)C2)cc1 (stereo unspecified)
  PI5P4K alpha inh: 15 | WRN helicase inh: -9% | HEK293 tox: -24%&-8% | GLP-1R inv ag: ? | D3 antag: 3 | IL-2 act: 2.4 | PLK1 PBD inh: -1% | GLP1R ag: 13% | DRD3 agonist: 0&7

# New compounds follow
SMILES,PI5P4K alpha inh,WRN helicase inh,HEK293 tox,GLP-1R inv ag,D3 antag,IL-2 act,PLK1 PBD inh,GLP1R ag,DRD3 agonist
CC(C)(C)OC(=O)NCC(=O)Oc1cc2oc(=O)cc(-c3ccccc3)c2cc1Cl,-72*,-1%,nt,?,-9,1.2,?,-23%,-2
COc1ccc(NC(=O)COC(=O)/C=C/c2ccc(OC)c(S(=O)(=O)N3CCOCC3)c2)cc1,2,-33%[57.1 µM],2%[1.53 µM],-19%,-17,1.4,-9%,3%,-19
Cc1cccc(-c2nc(Nc3ccc(O)cc3)c3ccccc3n2)c1,-1,-5%,-22%,2.8µM*,-1,0.9,-6%,29%,7
CC1SC(=NC(=O)c2ccncc2)NC1=O (stereo unspecified),-12,?,20%,-21%,-18,-1.2,-23%,3%,-10
CC(=O)NCCc1ccc(S(=O)(=O)N2CCCC2)cc1,2,3%,-11%,3%,-8,-0.2,-2%,0%,-7
Cc1cc(OCc2cc(C(=O)NC(C)c3c(C)nn(C)c3C)no2)cc(C)c1Cl (stereo unspecified),-1,-10%,-15%,?,-2,-3.5,-17%,11%,0
CCNc1ccc(S(=O)(=O)N(C)C)cc1NCC(=O)Nc1ccccc1F,-9,-1%,5%,-22%,-1,-0.6,-6%,0%,-25
CC(C)n1cnc2cc(NCc3ccccn3)ccc21,nt,2%,2%,-8%,15,1.3,-4%,-9%,0
CCOC(=O)c1c(/N=C/c2cccc([N+](=O)[O-])c2O)sc2c1CCC2,-14,-17%,-19%,-10%,?,-2.5,27µM*,-4%,-21
Fc1ccc(-[n+]2nc(Nc3ccccc3)sc2-c2cccc(Cl)c2Cl)cc1,-27,-1%,-11%,-30%,-19,0.1,?,-2%,-12
CC(c1cccs1)N(C(=O)Nc1ccccc1)C1CCCCC1 (stereo unspecified),nt,-5%,-9%,-9%,7,-1.5,-9%,-8%,14
CCNc1nc(NC(C)(C)C)nc(SCC(N)=O)n1,0,1%,-1%,16%,-14,0.4,-10%,4%,10

# Some of these compounds in order of number of heavy atoms, lowest first:
SMILES,PI5P4K alpha inh,WRN helicase inh,HEK293 tox,GLP-1R inv ag,D3 antag,IL-2 act,PLK1 PBD inh,GLP1R ag,DRD3 agonist
CC(=O)NCCc1ccc(S(=O)(=O)N2CCCC2)cc1,2,3%,-11%,3%,-8,-0.2,-2%,0%,-7
CCNc1ccc(S(=O)(=O)N(C)C)cc1NCC(=O)Nc1ccccc1F,-9,-1%,5%,-22%,-1,-0.6,-6%,0%,-25
COc1ccc(NC(=O)COC(=O)/C=C/c2ccc(OC)c(S(=O)(=O)N3CCOCC3)c2)cc1,2,-33%[57.1 µM],2%[1.53 µM],-19%,-17,1.4,-9%,3%,-19

# Going on with the list.
Compound | PI5P4K alpha inh | WRN helicase inh | HEK293 tox | GLP-1R inv ag | D3 antag | IL-2 act | PLK1 PBD inh | GLP1R ag | DRD3 agonist
CCOC(=O)CC1(NC(=O)c2cc(COc3cncc(Cl)c3)on2)CCCCC1 | -7 | 3% | -6% | ? | 16 | -3.9 | 0% | 3% | 9
Cc1cccc(NC(=O)Cn2cnc3ccc(S(=O)(=O)N4CCC(C)CC4)cc3c2=O)n1 | -11 | 4%[57.1 µM] | -7% | 12% | 1 | -0.2 | 2% | 0% | -7
Cc1c(-c2ccc(OCCN3CCCCC3)cc2)c(=O)oc2ccc3ccccc3c12 | 5 | -3% | 6% | -4% | 3 | -2.6 | -1% | -5% | -3
CCOc1cc(N2CCOCC2)c(OCC)cc1NC(=O)C1=COCCO1 | 0 | 0% | -26% | 4% | 3 | 0.5 | -1% | 4% | 3
O=C(OC(C(=O)NCC1CCCO1)c1ccc(F)cc1)c1ccco1 (stereo unspecified) | 1 | 3% | -9% | -3% | 6 | -1.9 | 4% | 2% | 2
Cc1ccc(C)c(N2CC(C(=O)O)CC2=O)c1 (stereo unspecified) | -12 | -35% | 3% | 9% | -9 | -0.4 | -15% | 1% | -3
Cc1ccc(OCCCCn2ccnc2)c(Cl)c1 | nt | -3% | -13% | 0% | -13 | 0.3 | 0% | 18% | -19
Cc1noc(C(=O)Nc2ccccc2C(F)(F)F)c1Cl | nt | -2% | 10% | 0% | 16 | 1.1 | 30µM* | -9% | 2
Cc1ccc2cc3cc(C(=O)NCCCN4CCCC4)oc3nc2c1 | 1 | -10% | -5% | -9% | -13 | -5.3 | ? | 7% | -17
CC(NNC(=S)N1CCCCCC1)c1ccc2ccccc2n1 (stereo unspecified) | -1 | -3% | -1% | -13% | -6 | -0.7 | ? | 8% | -13
O=C(c1ccc(N2CCOCC2)cc1)c1cccs1 | nt | 5% | -18% | -14% | -23 | -1.5 | -4% | -8% | 15
NC(=O)CN1C(=O)C(=O)N(Cc2ccccc2)C1=O | -9 | 7% | 10% | -4% | -7 | -1.5 | -2% | 0% | -2
CCCCc1c(CCC)c(=N)c2ccccc2n1C | -1 | 0% | ? | ? | -73* | -5.4 | 0% | 3% | 0
C=CCNS(=O)(=O)CC12CCC(CC1=O)C2(C)C (stereo unspecified) | 0 | 3% | -7% | 16% | 9 | 0.1 | -2% | -9% | 0
CCOC(=O)N1CCN(C(=O)c2ccc(CNS(=O)(=O)c3ccc(NC(C)=O)cc3)cc2)CC1 | -9 | 4% | -9% | 4% | -8 | -2.1 | -14% | 3% | -3
